# High-throughput results (PubChem BioAssay)
# OPRM1-OPRD1 inv: inverse agonist of human OPRM1-OPRD1 heterodimerization | AID 504357 | cell-based MOR-DOR heterodimer luminescence, inverse agonism | inhibition, % at 9.3 µM | hit rate 0.21% among 340,000; in the data active means inhibition above about 22%, passing the limit was not always enough;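 further: 0% = cells with DMSO and 100% = wells without cells with DMSO; values of inactives mirror those of a sister screen read the other way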
# Tat export inh: inhibitors of E. coli Tat protein transport; AID 488895; inhibition, % at 10 µM; hit rate 0.036% among 340,000; E. coli MC4100 TorA-mCherry Tat export, fluorescence;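 active means mean replicate inhibition at least 50% and at least half of replicates individually reaching 50%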;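 further: exported cargo escapes ClpAP degradation while cytoplasmic cargo is degraded and loses fluorescence; 0% = median of neutral control wells and 100% = median of NaSCN control wells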
# MOR-DOR ag: agonists of human mu-delta opioid receptor heterodimerization; P35372+P41143; cells, OPRM1-OPRD1 heterodimerization, luminescence; activation, % at 9.3 µM; hit rate 0.3% among 340,000; in the data active means activation above about 18%;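 further: 0% = vehicle-treated cells and 100% = reference agonist; values of inactives mirror those of a sister screen read the other way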
# E coli growth: counter-screen for AddAB inhibitors: E. coli growth inhibition. inhibition, % at 11.9 µM. AID 449728. hit rate 0.27% among 330,000. E. coli V3065 growth, OD600 absorbance, 18 h;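 active means inhibition above the campaign's mean inhibition across all tested compounds plus 3 SD, cut at about 9.9% in these data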;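 further: uninfected addAB+ strain grown without phage in ampicillin broth; 0% = DMSO wells and 100% = ciprofloxacin 0.95 µg/ml wells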
# AddAB inh: less growth of phage-infected E. coli with AddAB; E. coli expressing H. pylori AddAB, absorbance growth; inhibition, % at 11.9 µM; hit rate 0.29% among 330,000; in the data active means inhibition above about 12%;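 further: 0% = vehicle wells of infected cells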
# PKA-R1A act: PKA-R1A complex activation. P00514+P68181. PKA-R1A dissociation, Cy5-IP20 fluorescence polarization; scaled: DMSO 0%, 113 µM cGMP 100%. activation, % at 11.4 µM. hit rate 0.083% among 340,000;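 active means percent activation above the mean of all tested compounds plus 3 SD, cut at about 19% in these data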;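 further: higher means more PKAc released from R1A so a rise in polarization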
# phage Ecoli inh: E. coli growth loss with phage present; hit rate 0.26% among 360,000; growth absorbance; AID 651602; inhibition, % at 11.9 µM; in the data active means inhibition above about 11%
# HTR5A inv ag: inverse agonist of human HTR5A in OPRM1-OPRD1 counter-screen; P47898; HTR5A cell line, luminescence, inverse agonism; inhibition, % at 9.3 µM; hit rate 0.083% among 340,000; AID 504634; in the data active means inhibition mostly above about 23%, no sharp cut-off; inactive means mostly below about 18%;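 further: 0% = cells with DMSO and 100% = no-cell wells with DMSO; some compounds called inactive have numbers as strong as hits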
# Target sequence (P47898 whole entry, looked up): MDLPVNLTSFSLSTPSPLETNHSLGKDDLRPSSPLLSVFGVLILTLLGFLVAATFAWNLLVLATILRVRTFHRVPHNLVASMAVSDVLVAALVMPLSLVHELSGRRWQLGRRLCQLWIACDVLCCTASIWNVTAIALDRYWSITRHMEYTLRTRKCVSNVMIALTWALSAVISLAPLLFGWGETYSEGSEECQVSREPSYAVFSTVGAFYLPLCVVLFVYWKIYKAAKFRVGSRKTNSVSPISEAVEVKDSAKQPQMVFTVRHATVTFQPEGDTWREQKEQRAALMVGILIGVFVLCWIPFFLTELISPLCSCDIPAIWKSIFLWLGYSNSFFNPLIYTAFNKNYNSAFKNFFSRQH
# PfHsp90 set2: growth inhibition of yeast expressing Plasmodium Hsp90; inhibition, % at 9.4 µM; hit rate 0.32% among 310,000; S. cerevisiae expressing PfHsp90, BacTiter-Glo ATP, 48 h; yeast lacking PDR1 and PDR3 efflux regulators;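 active means every replicate shows inhibition above about 80%, whatever the replicate mean, limit read from the data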;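 further: 0% = DMSO neutral controls and 100% = 20 µM radicicol positive controls; yeast relying on Plasmodium falciparum Hsp90 in place of its own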
# SUMO Mot1 rescue: SUMOylation pathway inhibition by Mot1-301 growth rescue; S. cerevisiae Mot1-301 growth rescue, ATP luminescence, 38.5C; percent above DMSO median, 100 means doubled; growth rescue, % at 18.8 µM; hit rate 1% among 320,000; AID 2716;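 active means every valid replicate shows activation above 250% relative to neutral control wells; inactive means the rest, any valid replicate at or below 250%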;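 further: OY570 slx delta 5 strain wells were the positive control but not used for scaling; some compounds called inactive have numbers as strong as hits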
# PKA-R2B act: activators of human PKA-R2B complex; activation, % at 11.4 µM; hit rate 0.079% among 340,000; AID 504700; PKA-R2B holoenzyme dissociation, Cy5-IP20 fluorescence polarization; R2B truncated from residue 108, S112A mutant; 0% DMSO only, 100% 113 µM cGMP; P22694+P31323;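 active means activation above a cutoff set at the mean over all compounds plus 3 SD, cut at about 18% in these data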;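 further: higher means more holoenzyme dissociation and a rise in polarization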
# Target sequence (P31323 whole entry, looked up, other chains not shown, the tested form may be a part): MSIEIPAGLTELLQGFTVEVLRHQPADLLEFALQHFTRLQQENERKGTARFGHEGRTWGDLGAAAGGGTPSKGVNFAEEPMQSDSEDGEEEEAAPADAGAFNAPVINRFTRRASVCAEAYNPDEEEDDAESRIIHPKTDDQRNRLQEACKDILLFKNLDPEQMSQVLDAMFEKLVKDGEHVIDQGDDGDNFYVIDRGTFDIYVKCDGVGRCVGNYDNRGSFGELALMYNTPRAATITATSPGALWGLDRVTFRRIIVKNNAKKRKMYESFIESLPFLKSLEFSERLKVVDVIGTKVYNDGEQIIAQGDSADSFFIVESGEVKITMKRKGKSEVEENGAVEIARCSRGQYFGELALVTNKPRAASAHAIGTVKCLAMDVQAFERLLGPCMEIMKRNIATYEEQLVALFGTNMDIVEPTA
# * = called active by the depositor; nt = not tested or not shown.
SMILES,OPRM1-OPRD1 inv,Tat export inh,MOR-DOR ag,E coli growth,AddAB inh,PKA-R1A act,phage Ecoli inh,HTR5A inv ag,PfHsp90 set2,SUMO Mot1 rescue,PKA-R2B act
CN(C(=O)c1cccc(NC(=O)Cc2ccc(NC(=O)C3CCCN(S(=O)(=O)c4cccc([N+](=O)[O-])c4)C3)cc2)c1)C1CCC1 (centres undefined),-26.0,-3.6,5.5,nt,nt,9.8,0.9,-21.6,-10.1,nt,7.8
Cc1ccc(/C=C/C(=O)c2c(C)nc3ccccn23)cc1,0.7,-0.6,-0.2,1.6,2.1,-3.5,12.0*,-3.9,-38.3,1.7,0.2
COc1ccc(-c2oc3ccccc3c2C(=O)Oc2ccccc2)cc1,13.0,-4.5,-2.2,0.9,2.2,-3.7,-0.3,-8.3,-1.9,9.6,-7.0
CCC(C)[C@H](NC(=O)Nc1cccc(OC)c1)C(=O)OC (some centres undefined),10.8,-1.3,-2.1,1.0,2.8,7.0,0.6,-13.4,-2.3,-8.9,2.5
N#Cc1ccc(OCC(=O)OCC(=O)NC2CC2)cc1,8.5,-0.4,-2.2,2.4,-2.4,0.3,1.4,-1.9,9.8,-10.8,-0.5
COc1cc(Cl)c(C)cc1NC(=O)CSC,10.8,-7.9,-2.6,-1.6,2.1,-7.0,0.2,-11.7,4.5,-4.6,-4.6
CC(NS(=O)(=O)c1ccc(Cl)cc1)C(=O)OCC(=O)c1ccc[nH]1 (centres undefined),3.8,3.1,-0.9,0.0,1.9,2.6,1.9,20.0,15.1,-5.5,-0.8
CC(OC(=O)c1cc(=O)[nH]c2ccccc12)C(=O)c1ccccc1 (centres undefined),nt,28.8,nt,-2.2,-0.4,nt,4.9,nt,19.8,3.8,nt
CCOC(=O)C1(Cc2ccc(OC)cc2)CCN(C(=O)c2ccoc2C)CC1,5.5,8.1,-1.1,1.7,0.5,-0.1,4.4,-15.8,9.1,4.7,2.5
O=C1COc2ccc(C(=O)/C=C/c3ccccc3)cc2N1,2.6,10.8,-0.5,3.2,3.7,7.6,2.8,-11.7,-10.3,-20.2,-5.1
CCC(=NCc1ccc(Cl)c(Cl)c1)c1nc(-c2ccco2)oc1O,-6.7,-1.9,1.3,0.8,1.6,-3.5,2.8,16.5,-2.0,-33.0,-14.0
CC(=O)N1CC(=O)N(CC(=O)Nc2ccc(Br)cc2)C1=S,7.2,1.0,-1.1,-0.4,-1.8,1.9,1.8,-0.3,11.7,-4.6,4.4
O=C(CC1CCCCC1)NCCS(=O)(=O)N1CCN(c2ccccc2)CC1,6.1,10.9,-1.1,2.1,-1.0,-0.6,1.9,16.2,-2.2,-21.4,-2.9
CCOC(=O)N1CCN(CCC(=O)Nc2ccc(F)c(F)c2)CC1,11.8,-1.6,-2.5,-1.0,0.5,1.0,0.7,4.1,6.3,-7.3,-2.4
COC(=O)CCCC1=CC2=C(c3ccccc3)C(=O)C(C)(OC(=O)C3CCCC3)C(=O)C2=CN1CCc1c[nH]c2ccccc12 (centres undefined),-6.4,2.2,1.2,-0.9,2.8,-2.7,0.0,-12.1,nt,-0.7,-8.0
C#CCOCCOCCOCCNc1nc(N2CCOCC2)nc(N2CCN(C(=O)[C@H](CCC(=O)O)n3cc(C(N)[C@H](C)CC)nn3)CC2)n1 (some centres undefined),6.1,-10.3,-1.1,-1.9,-0.8,1.6,2.1,8.3,14.6,-1.1,5.7
COc1cc(SC)ccc1C(=O)Nc1ccc(Cl)cn1,-11.5,-2.0,2.3,-0.1,0.7,6.8,2.5,2.4,-35.3,-3.2,18.1
Cc1ccc(C)c(S(=O)(=O)N2CCN(C(=O)c3sccc3C)CC2)c1,5.9,3.3,-1.1,1.3,1.6,1.7,1.6,7.1,nt,4.9,2.0
CC(=O)Oc1ccc(C2(C)CC(C)(C)Oc3cc(OC(C)=O)ccc32)c(OC(C)=O)c1 (centres undefined),7.2,0.3,-1.4,0.3,2.8,-4.3,-0.6,-10.3,-2.5,-9.8,-7.9
Cc1ccc(N(CCC(=O)O)S(=O)(=O)c2ccc(C)cc2)cc1,8.1,-0.6,-1.6,2.3,5.2,-14.7,1.1,2.4,0.9,0.5,-6.4
CCOc1ccccc1N1CC(C(=O)NC2CCCCCC2)CC1=O (centres undefined),9.3,9.3,-1.8,2.1,-2.1,6.1,2.7,7.6,-2.1,2.4,-5.6
Cc1nc2ccccc2n1CC(=O)OCC(=O)NCc1ccccc1,7.6,-3.0,-1.5,0.2,-1.9,5.8,0.9,-2.4,11.2,-0.6,0.4
CCCS(=O)(=O)c1c(S(=O)(=O)CCC)c2c(C)cccn2c1C(=O)OC,13.4,0.8,-2.4,-30.4,0.9,-14.8,0.7,-11.5,0.7,101.9,-8.4
Cc1c(NC(=O)c2ccc(S(=O)(=O)N3CCOCC3)cc2)cccc1[N+](=O)[O-],1.0,-4.5,-0.1,2.8,1.0,-0.1,4.9,3.2,nt,-17.5,-0.3
N#C/C(=C1/CCCCCN1)c1nnc2n1CCCCC2,-0.5,1.1,0.1,-0.4,4.4,2.9,2.3,-17.2,nt,7.1,1.2
# (list continues)
SMILES,OPRM1-OPRD1 inv,Tat export inh,MOR-DOR ag,E coli growth,AddAB inh,PKA-R1A act,phage Ecoli inh,HTR5A inv ag,PfHsp90 set2,SUMO Mot1 rescue,PKA-R2B act
COc1ccc(CN(C)C(C)C(=O)NC2CCCc3ccccc32)cc1 (centres undefined),0.0,-1.7,0.0,-0.1,1.9,-10.2,3.2,-4.2,-16.4,0.9,-5.3
COc1ccccc1OCc1ccc(C(=O)Nc2ccncc2)o1,2.3,-1.2,-0.5,0.9,1.9,6.3,4.0,8.7,nt,15.7,-9.8
COc1cc(/C=N/NC(=O)c2cccnc2)cc2c1OCO2,5.7,-1.2,-1.1,-0.8,-2.6,8.5,0.1,-13.2,-6.8,-5.3,4.6
Cc1ccc(C)c(NC(=S)N2CCN(c3ccccn3)CC2)c1,12.3,-0.9,-2.5,0.5,0.2,-2.0,-0.6,1.7,1.2,-6.6,9.2
CCC(=O)c1ccc(OCC(=O)OCC(=O)N2c3ccccc3NC(=O)C2(C)C)cc1,-5.0,0.4,0.7,0.0,0.3,-3.2,3.0,2.8,-9.9,440.9,-1.4
COc1ccc(OCCCC(=O)Nc2cc(Cl)ccc2-n2cncn2)cc1,-2.1,9.6,0.4,1.0,2.2,-1.6,1.5,-10.7,-4.2,337.9,-4.2
Cc1ccc(NC(=S)N2CCN(S(=O)(=O)c3ccc(F)cc3)CC2)cc1,0.1,-0.6,0.0,nt,nt,-8.8,0.5,2.1,-7.4,-4.0,11.5
NS(=O)(=O)c1ccc(CNC(=O)/C=C/c2cccc(Cl)c2)cc1,4.4,-12.0,-0.8,0.9,-0.3,-4.2,3.1,6.6,-15.0,4.7,-1.3
O=C(CSc1nc2ccccc2n1-c1ccccc1)Nc1ncc(Cl)cc1Cl,-6.0,7.9,1.1,1.1,0.3,-9.2,3.2,7.1,-38.1,22.5,-1.7
CCn1c(SCC(=O)Nc2cc(NC(C)=O)ccc2OC)nnc1-c1ccccn1,3.4,-3.2,-0.6,0.2,1.2,-4.7,2.8,-0.2,22.9,1.1,8.3
O=C(COc1ccccc1)Nc1ccc(S(=O)(=O)NCc2ccco2)cc1,10.6,1.7,-2.4,4.0,1.4,-15.3,1.9,2.2,7.9,-9.0,-17.6
COC(=O)c1cc(-c2c(C)oc3cc(O)ccc3c2=O)c(C)o1,1.0,-6.2,-0.2,0.8,1.4,6.4,-1.5,7.9,0.0,-12.9,-9.6
O=C(NCC(c1cccnc1)N1CCN(c2ccc(F)cc2)CC1)c1ccc(F)cc1 (centres undefined),-2.7,-1.1,0.5,0.4,4.4,-5.6,3.0,2.3,-4.1,nt,-1.4
Cc1ccc(C(=O)N/C(=C/c2cccs2)C(=O)N2CCCCCC2)cc1,16.3,1.9,-2.9,-0.4,0.8,-7.4,-2.7,18.2,12.7,-9.7,-15.9
O=C(c1ccco1)N1CCN(c2ccc([N+](=O)[O-])cn2)CC1,-1.8,3.5,0.3,-0.7,-1.7,4.9,2.6,-5.2,17.6,-14.0,4.0
O=C(NCc1ccccc1)c1ncn[nH]1,7.9,-2.6,-1.5,2.0,1.9,-0.7,0.9,-9.9,0.9,127.5,2.7
O=C(CN1CCOCC1)Nc1c2c(nc3c1CCC3)CCC2,15.1,-5.5,-3.6,-0.3,5.2,-1.6,2.7,12.8,28.9,-4.4,-4.5
COc1ccc(CNC(=O)CN(C(=O)c2csnn2)c2cccc(F)c2)cc1,6.6,4.2,-0.9,2.8,3.4,-4.0,2.6,-10.7,-6.5,-9.5,-3.6
C=CCOc1c(CNc2ccc(S(N)(=O)=O)cc2)cccc1OC,10.0,-0.5,-1.8,-0.1,-1.9,6.7,1.8,-33.0,19.6,-8.9,-4.8
O=C(CSC1=NS(=O)(=O)c2ccccc2N1)Nc1ccccc1F,10.2,-0.2,-1.6,0.4,0.6,8.2,3.5,-2.5,-10.6,1.2,-2.2
COC1CCCCC1Nc1cc(C)cc(C)c1 (centres undefined),-15.6,3.0,2.6,-1.7,0.7,-14.4,-1.4,-2.0,nt,30.5,-3.4
Cc1cc(C)n(CCNC(=O)CC2C(=O)NCCN2CC2CCCCC2)n1 (centres undefined),-0.9,-3.9,0.1,-0.9,0.2,-2.5,2.5,-14.0,8.3,257.2,-6.8
Cc1onc(-c2ccccc2Cl)c1C(=O)N1CCN(S(=O)(=O)c2ccc(F)c(F)c2)CC1,14.5,-4.6,-2.7,-1.9,-1.6,-1.2,-1.5,-23.3,14.6,96.1,3.2
Cc1ccc(C)c(Cn2c3ccccc3c3cnn(CC(=O)NCCN4CCOCC4)c(=O)c32)c1,2.7,0.1,-0.5,-2.6,-1.9,-3.6,5.5,-18.6,15.7,0.5,11.0
CCOC(=O)CSc1nnc(CNC(=O)c2cc(OC)c(OC)c(OC)c2)n1C,8.9,1.0,-1.6,-0.2,-0.3,0.3,nt,7.9,-6.9,-7.5,-2.6

# Structures from the list above with an NH in an aromatic ring (4):
SMILES,OPRM1-OPRD1 inv,Tat export inh,MOR-DOR ag,E coli growth,AddAB inh,PKA-R1A act,phage Ecoli inh,HTR5A inv ag,PfHsp90 set2,SUMO Mot1 rescue,PKA-R2B act
CC(NS(=O)(=O)c1ccc(Cl)cc1)C(=O)OCC(=O)c1ccc[nH]1 (centres undefined),3.8,3.1,-0.9,0.0,1.9,2.6,1.9,20.0,15.1,-5.5,-0.8
CC(OC(=O)c1cc(=O)[nH]c2ccccc12)C(=O)c1ccccc1 (centres undefined),nt,28.8,nt,-2.2,-0.4,nt,4.9,nt,19.8,3.8,nt
COC(=O)CCCC1=CC2=C(c3ccccc3)C(=O)C(C)(OC(=O)C3CCCC3)C(=O)C2=CN1CCc1c[nH]c2ccccc12 (centres undefined),-6.4,2.2,1.2,-0.9,2.8,-2.7,0.0,-12.1,nt,-0.7,-8.0
O=C(NCc1ccccc1)c1ncn[nH]1,7.9,-2.6,-1.5,2.0,1.9,-0.7,0.9,-9.9,0.9,127.5,2.7

# Compounds were not picked by outcome; any-hit rate near 2.2%.
